Screening data as filed in PubChem.
BoNT A protease – inhibitors of Botulinum neurotoxin A light chain protease. multiplex microsphere protease substrate cleavage, flow cytometry. inhibition, % at 10 µM. actives 0.17% (n = 360,000). AID 588499; further: plate controls were buffer without enzyme for full effect and enzyme alone for no effect
SSB-PriA inh – inhibitors of Klebsiella pneumoniae PriA binding to SSB C-terminal tail; AlphaScreen SSBct-PriA binding, biotinylated peptide; inhibition, % at 33 µM; actives 0.6% (n = 430,000); AID 1272365; in the data active means inhibition mostly above about 37%, no sharp cut-off; inactive means mostly below about 20%;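 further: plate controls were negative control peptide for no effect and reference peptide for full effect; strong numbers were not always called active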
3CLpro inhibitor – SARS-CoV 3CLpro protease inhibition; P0C6X7; recombinant SARS-CoV 3CLpro, quenched FRET peptide cleavage; inhibition, % at 6 µM; actives 0.14% (n = 290,000); in the data active means inhibition above about 12%
BH1578 lux ind – inducers of Vibrio cholerae quorum light production without autoinducers. V. cholerae BH1578 lux reporter, luminescence, 6 h. activation, % at 18.7 µM. actives 0.16% (n = 350,000); in the data active means activation mostly above about 9.7%, no sharp cut-off; inconclusive means no clear call, values can overlap the other calls; inactive means mostly below about 3.7%; further: not every result past the cut was called active; inactives centre near 0; reference of the scale not given here
PrPC TRFRET – inhibitors of human cell surface prion protein PrPC | P04156 | TR-FRET read-out | inhibition, % at 13.8 µM | actives 0.43% (n = 370,000) | AID 720596; in the data active means inhibition above about 24%; further: 0% = median of the test wells and 100% = reference compound wells
TcdB inh – blocks C. difficile toxin B glycohydrolase activity; inhibition, % at 9.99 µM; TcdB glycohydrolase enzymatic assay, plate reader; actives 0.24% (n = 350,000); P18177; AID 652162; in the data active means inhibition above about 10%
Target sequence (P18177 whole entry, looked up): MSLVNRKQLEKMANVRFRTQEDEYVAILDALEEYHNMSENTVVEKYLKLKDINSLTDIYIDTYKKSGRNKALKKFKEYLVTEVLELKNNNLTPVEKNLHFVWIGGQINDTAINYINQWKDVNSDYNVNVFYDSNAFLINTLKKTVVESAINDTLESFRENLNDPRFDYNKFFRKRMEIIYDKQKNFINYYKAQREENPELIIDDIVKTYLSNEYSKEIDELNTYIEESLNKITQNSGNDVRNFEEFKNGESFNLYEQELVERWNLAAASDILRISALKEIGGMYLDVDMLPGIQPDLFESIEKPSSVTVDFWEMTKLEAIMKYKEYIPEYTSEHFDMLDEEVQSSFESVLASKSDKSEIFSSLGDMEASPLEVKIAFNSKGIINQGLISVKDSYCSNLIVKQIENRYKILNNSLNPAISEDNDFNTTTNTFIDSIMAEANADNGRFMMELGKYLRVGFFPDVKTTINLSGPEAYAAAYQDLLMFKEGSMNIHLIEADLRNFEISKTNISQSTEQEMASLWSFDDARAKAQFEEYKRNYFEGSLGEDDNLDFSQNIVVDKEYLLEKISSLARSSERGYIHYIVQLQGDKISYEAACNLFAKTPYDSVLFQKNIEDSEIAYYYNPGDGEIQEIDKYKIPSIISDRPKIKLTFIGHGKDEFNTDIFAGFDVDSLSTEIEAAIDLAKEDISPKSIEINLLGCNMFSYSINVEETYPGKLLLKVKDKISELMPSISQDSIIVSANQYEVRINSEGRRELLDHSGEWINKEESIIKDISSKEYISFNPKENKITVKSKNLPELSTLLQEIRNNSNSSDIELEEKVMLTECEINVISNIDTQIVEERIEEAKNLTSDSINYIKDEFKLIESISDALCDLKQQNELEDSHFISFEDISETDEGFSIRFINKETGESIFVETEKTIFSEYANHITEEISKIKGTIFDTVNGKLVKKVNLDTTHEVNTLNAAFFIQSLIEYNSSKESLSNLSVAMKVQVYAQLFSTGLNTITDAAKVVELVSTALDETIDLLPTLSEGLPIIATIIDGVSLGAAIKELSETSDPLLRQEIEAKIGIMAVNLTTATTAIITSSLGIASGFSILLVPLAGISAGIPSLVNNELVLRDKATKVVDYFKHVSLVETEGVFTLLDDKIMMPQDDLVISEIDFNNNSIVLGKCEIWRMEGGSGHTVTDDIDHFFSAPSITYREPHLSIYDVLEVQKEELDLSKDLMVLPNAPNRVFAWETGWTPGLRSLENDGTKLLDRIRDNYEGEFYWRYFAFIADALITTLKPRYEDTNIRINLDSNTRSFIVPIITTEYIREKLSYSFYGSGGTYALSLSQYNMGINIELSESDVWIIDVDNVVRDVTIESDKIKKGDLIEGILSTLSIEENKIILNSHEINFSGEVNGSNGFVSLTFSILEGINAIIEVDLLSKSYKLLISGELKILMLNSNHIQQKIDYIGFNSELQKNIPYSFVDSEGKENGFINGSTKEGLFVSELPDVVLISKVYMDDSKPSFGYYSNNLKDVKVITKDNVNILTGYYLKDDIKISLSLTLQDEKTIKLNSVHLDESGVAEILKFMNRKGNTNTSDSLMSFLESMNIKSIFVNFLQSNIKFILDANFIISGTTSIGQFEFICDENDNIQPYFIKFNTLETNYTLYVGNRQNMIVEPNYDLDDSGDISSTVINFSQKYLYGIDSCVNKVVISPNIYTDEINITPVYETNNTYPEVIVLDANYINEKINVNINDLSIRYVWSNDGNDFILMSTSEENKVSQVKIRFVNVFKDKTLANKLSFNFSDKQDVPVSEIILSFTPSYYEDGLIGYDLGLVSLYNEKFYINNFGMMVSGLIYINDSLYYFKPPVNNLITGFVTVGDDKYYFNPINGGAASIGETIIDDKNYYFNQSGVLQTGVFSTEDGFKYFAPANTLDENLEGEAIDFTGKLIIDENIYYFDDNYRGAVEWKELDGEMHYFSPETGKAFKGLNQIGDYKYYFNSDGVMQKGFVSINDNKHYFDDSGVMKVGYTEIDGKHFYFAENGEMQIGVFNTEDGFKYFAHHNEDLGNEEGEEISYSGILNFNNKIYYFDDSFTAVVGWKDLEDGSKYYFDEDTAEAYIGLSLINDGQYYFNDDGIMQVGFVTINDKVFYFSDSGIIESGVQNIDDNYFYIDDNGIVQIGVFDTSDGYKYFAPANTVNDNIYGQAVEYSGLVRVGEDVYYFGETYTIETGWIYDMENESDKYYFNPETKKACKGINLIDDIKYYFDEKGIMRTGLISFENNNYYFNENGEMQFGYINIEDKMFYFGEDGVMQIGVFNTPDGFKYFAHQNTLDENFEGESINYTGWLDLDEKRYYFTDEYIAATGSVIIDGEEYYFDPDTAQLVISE
Y pestis TopoI – blocks Yersinia pestis topoisomerase I activity; Y. pestis Topo-I cleavage product accumulation, plate reader; activity, % at 10 µM; actives 0.064% (n = 360,000); AID 504884; in the data active means activity above about 50%, passing the limit was not always enough; inconclusive means no clear call, values can overlap the other calls; further: inactives centre near 2
Anthrax LF prot – blocks Bacillus anthracis lethal factor protease. P15917. multiplex microsphere protease cleavage assay, LF. inhibition, % at 10 µM. actives 0.12% (n = 360,000). AID 588501; further: plate controls were buffer without enzyme for full effect and enzyme alone for no effect
PfHsp40 rescue – restores yeast growth despite PfHsp40 toxicity; S. cerevisiae expressing PfHsp40, growth rescue, ATP luminescence; growth rescue, % at 12.5 µM; actives 0.68% (n = 340,000); AID 504582; in the data active means growth rescue above about 28%, passing the limit was not always enough; inconclusive means no clear call, values can overlap the other calls;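 further: yeast W303a lacking pdr1 and pdr3 grown in galactose medium; growth measured after three days at 30 °C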
Starred values were filed as active, the others as inactive; i = inactive; u = inconclusive; x = not tested or not shown; & = joins results of further samples. Unless noted, no stated cut-off is given here; in the data, active means inhibition above about 30%; inconclusive means no clear call, values can overlap the other calls; inactive means below that. Not all compounds are listed. The share of hits here may be higher or lower than overall.

SMILES | BoNT A protease | SSB-PriA inh | 3CLpro inhibitor | BH1578 lux ind | PrPC TRFRET | TcdB inh | Y pestis TopoI | Anthrax LF prot | PfHsp40 rescue
CC(C)(C)NC(=O)C1Cc2ccccc2CN1S(=O)(=O)c1ccc(F)cc1 (stereo not drawn) | -1.2 | -3 | 2 | -0.3 | 7 | 0.8 | 4 | 2 | -0.4
Fc1ccc(NC(=S)N2Cc3ccccc3-n3nncc3C2)cc1 | 0.2 | x | x | -0.2 | 3 | 1.4 | -8 | -3 | x
Cc1cccc(C(=O)OCC(=O)Nc2ccc3c(c2)OCCO3)c1 | -0.4 | 0 | x | -0.4 | -1 | 1.8 | 7 | 5 | -1.2
O=[n+]1c2c(n([O-])c3cc(Br)ccc31)CCCC2 | 1.7 | -18 | -1 | -0.1 | -26 | 0.6 | 2 | 0 | 0.0
COc1ccc(-n2c(C)nc3c(cnn3-c3ccc(C)cc3)c2=O)cc1 | -0.5 | 8 | -2 | i | 5 | x | 1 | -1 | -0.8
CN(C)C(=O)c1ccc(NS(=O)(=O)c2ccc3c(c2)OCCO3)cc1 | 1.0 | -10 | -3 | i | 1 | -1.1 | 9 | 1 | -0.5
COc1cccc(-c2cnc3c(NC(C)=O)cc(-c4cc(OC)c(OC)c(OC)c4)cn23)c1 | -0.1 | x | x | 0.4 | -3 | 0.8 | 0 | -1 | x
COc1ccc(NC(=S)NC(NC(=O)/C=C/c2ccccc2)C(Cl)(Cl)Cl)cc1 (stereo not drawn) | -0.5 | -8 | 1 | -6.5 | 1 | x | -3 | 5 | -1.0
COc1cc(NC(=O)C2CCC(=O)N2S(=O)(=O)c2ccc(C)cc2)cc(OC)c1 (stereo not drawn) | 0.3 | -9 | -1 | -0.3 | -1 | 0.6 | 4 | -2 | 0.3
C=CCOC(=O)C1=C(C)NC(SCC(=O)NC(=O)OCC)=C(C#N)C1c1cccnc1 (stereo not drawn) | 0.2&0.4 | -7&4 | -2 | -1.0 | -3&-14 | 2.2 | 9&11 | 1&-1 | 0.4&0.6
O=CNC1(c2ccccc2)CCCCC1 | -0.2 | -23 | x | -0.8 | 5 | 1.7 | 2 | -7 | 4.1
O=C1CC(c2cc(F)ccc2F)c2cc3c(cc2N1)CCC3 (stereo not drawn) | -0.1 | -2 | 2 | 1.3 | 4 | 1.6 | 14 | 0 | -0.2
COC(=O)C1=C(c2ccc(-c3ccccc3)c(F)c2)C[C@@H]2CC[C@H]1N2C(=O)NC1CC1 | 0.8 | -11 | x | i | 11 | -6.3 | 40 | 2 | 1.7
COc1ccc(OC)c(/C=C/C(=O)OCC(=O)Nc2cccc(C(C)=O)c2)c1 | 0.0 | -21 | -1 | i | -2 | x | 9 | -2 | 0.8
O=c1oc(-c2ccco2)nc2c1cnn2-c1ccccc1 | -2.0 | -3 | 4 | 3.6 | -9 | x | -1 | -3 | -0.5
COc1ccc2c(c1)CCC1C2=NN(/C(C)=C\C(C)=O)C1c1ccc(F)cc1 (stereo not drawn) | u | 0 | 3 | x | 8 | 0.2 | -4 | u | -0.9
Cc1cc(C)n(C(=O)CCNC(=O)c2ccccc2Br)n1 | -0.7 | -7 | 2 | x | -3 | x | 4 | 0 | 1.7
COC(=O)c1sc2cc(=O)n(-c3cccc(C(F)(F)F)c3)nc2c1O | -2.0 | -9 | 4 | 0.4 | -6 | 0.6 | 8 | 0 | 0.1
C/C(=N\NC(=O)OC(C)(C)C)c1ccc(-n2ccnc2)cc1 | -0.6 | x | 4 | -0.4 | 0 | 1.4 | 8 | -1 | 0.4
CCOC(=O)C1=C(COC(=O)/C=C/c2ccc(OCC)c(OC)c2)NC(=O)NC1C (stereo not drawn) | -0.8 | -15 | x | i | -5 | 1.3 | 14 | 0 | 0.8

Compound profiles, as listed above. Screens in order: BoNT A protease	SSB-PriA inh	3CLpro inhibitor	BH1578 lux ind	PrPC TRFRET	TcdB inh	Y pestis TopoI	Anthrax LF prot	PfHsp40 rescue
O=[n+]1c2c(n([O-])c3cc(Br)ccc31)CCCC2 is entered as 1.7	-18	-1	-0.1	-26	0.6	2	0	0.0
O=c1oc(-c2ccco2)nc2c1cnn2-c1ccccc1 is entered as -2.0	-3	4	3.6	-9	x	-1	-3	-0.5
COc1ccc(NC(=S)NC(NC(=O)/C=C/c2ccccc2)C(Cl)(Cl)Cl)cc1 (stereo not drawn) is entered as -0.5	-8	1	-6.5	1	x	-3	5	-1.0
C/C(=N\NC(=O)OC(C)(C)C)c1ccc(-n2ccnc2)cc1 is entered as -0.6	x	4	-0.4	0	1.4	8	-1	0.4
CCOC(=O)C1=C(COC(=O)/C=C/c2ccc(OCC)c(OC)c2)NC(=O)NC1C (stereo not drawn) is entered as -0.8	-15	x	i	-5	1.3	14	0	0.8

More structures
SMILES | BoNT A protease | SSB-PriA inh | 3CLpro inhibitor | BH1578 lux ind | PrPC TRFRET | TcdB inh | Y pestis TopoI | Anthrax LF prot | PfHsp40 rescue
O=[N+]([O-])c1ccc(N2CCC(=NOCc3ccc(Cl)cc3)CC2)cc1 | 0.5 | 1 | 1 | -0.7 | -21 | x | 4 | -2 | -0.1
CCc1cccc(C)c1NC(=O)c1ccoc1C | 0.8 | 7 | 0 | i | -4 | x | -1 | 5 | 0.4
COCCn1c(=O)c2cc3c(=O)n(CCOC)c(=O)c3cc2c1=O | 0.8 | 11 | -4 | -4.2 | -7 | 4.0 | -10 | -5 | -1.9
Cn1cc(CN2CCN(Cc3ccccc3)C(CCO)C2)c(-c2ccccc2)n1 (stereo not drawn) | -1.1 | -4 | 0 | -0.4 | -3 | 1.1 | -2 | -1 | 1.5
CCCCOC(=O)c1sc2nc(N3CCOCC3)c3c(c2c1N)CC(C)(C)OC3 | 1.4 | -13 | 1 | -0.5 | -3 | 1.3 | -8 | 9 | -1.5
Cc1ccc(CN(C)C(=O)CN2C(=O)NC3(CCCc4ccccc43)C2=O)c(C)c1 (stereo not drawn) | 11 | 5 | x | i | 13 | 1.4 | 17 | u | -0.4
O=[N+]([O-])c1cc(Cl)ccc1Nc1ccccc1 | -2.5 | 89* | 1 | i | x | x | 4 | 12 | -1.5
COc1ccc(NS(=O)(=O)c2cc(NC(=O)CCNC(C)=O)ccc2N2CCCCC2)cc1 | -1.7 | 6 | x | -4.3 | 0 | 2.1 | 18 | -4 | 1.1
OC(c1ccc(Cl)c(F)c1)c1ncc(-c2cccc3ccccc23)[nH]1 (stereo not drawn) | -0.3 | x | x | i | -3 | -1.1 | 2 | -5 | x
O=C(c1ccccc1)N1CCN(CC#Cc2ccccc2)CC1 | -1.2 | -4 | 3 | -0.5 | 8 | x | 6 | 1 | -0.4
COc1ccc(NC(=O)C2Cc3ccccc3O/C2=N\O)cc1 (stereo not drawn) | -1.8 | x | -2 | -0.6 | 0 | -0.1 | -3 | 8 | 0.1
Cn1c(=O)c2c(nc(SCC(=O)NCC3CCCO3)n2C)n(C)c1=O (stereo not drawn) | 1.3 | -11 | 1 | i | 3 | 0.6 | -1 | -1 | 0.0
COc1cccc(C(=O)Nc2cccnc2)c1OC | -0.1 | -4 | 3 | -3.3 | 4 | 0.7 | -3 | -4 | 0.1
C=CC[C@@H](CC(=O)OC(C)(C)C)C(=O)OC[C@@H]1CCCN1C(=O)[C@@H](CC=C)CC(=O)N[C@H](CO)Cc1ccccc1 | -0.1 | -18 | x | i | -4 | 1.9 | -5 | -7 | -0.7
Nc1nnc(Cc2ccc(Cl)c(Cl)c2)s1 | 0.1 | -11 | -2 | -1.3 | 11 | x | 1 | 1 | -1.7
CC(=O)Nc1ccc(S(=O)(=O)Nc2ccccc2N2CCOCC2)cc1Cl | -1.2 | -6 | -1 | -3.6 | -1 | -1.1 | 11 | 1 | 0.0
CCOc1ccc(C(=O)NCc2ccncc2)cc1 | -0.8 | -7 | 2 | i | 4 | x | -6 | -2 | -1.2
CN(C(=O)c1ccccc1-c1ccccc1C(=O)O)c1ccccc1 | 0.7 | -6 | -3 | -0.3 | 0 | 0.6 | 1 | 9 | -0.4
O=C(CSc1ncnc2c1oc1ccccc12)NC1CCCCC1 | -0.3 | -17 | -4 | -0.3 | 5 | -0.5 | 0 | -5 | -0.1
O=C(Cc1cccs1)N/N=C/C=C\c1ccco1 | 0.1 | x | -3 | -0.1 | -10 | -0.6 | -6 | -4 | 1.5
COc1ccc(S(=O)(=O)NCc2ccco2)cc1C(=O)N1CCCCC1 | 0.8 | -12 | 1 | 1.2 | 4 | 0.7 | 2 | 0 | -0.5
CC(C)(C)c1ccc(C(=O)NCCc2ccccc2)cc1 | -1.6 | 0 | -3 | -1.3 | -2 | -6.4 | -14 | -2 | -1.1
CCC1(CC)Cc2ccccc2-c2nc(CN(C)C)[nH]c(=O)c21 | -0.1 | 6 | 3 | i | 10 | 1.2 | 5 | 3 | 0.0
CCn1c(=N)n(CC(=O)c2ccc(Cl)c(Cl)c2)c2ccccc21 | 1.3 | -29 | 1 | i | -3 | 0.6 | -8 | 0 | 0.1
O=C(Nc1nc(-c2ccc(F)c(F)c2)cs1)c1cnccn1 | -2.0 | 7 | 1 | -0.6 | 5 | -0.6 | 2 | -9 | -1.6
Cc1ccc(N=Nc2cc(C)ccc2N)cc1 | -0.1 | 93* | 7 | i | 2 | 0.0 | 6 | 1 | 3.9
COc1ccc(N(C(=O)c2ccco2)S(=O)(=O)c2cc(OC)ccc2OC)cc1 | 0.2 | -6 | -1 | i | 5 | x | 1 | -7 | -2.5
Cc1cc(C)n(-c2nc(SCC(=O)O)c3c4c(sc3n2)COC(C)(C)C4)n1 | 0.3 | -1 | 2 | -3.2 | 10 | 2.4 | 4 | -2 | 4.2
Cc1cc(C)cc(NC(=O)CN2CCN(c3ccccn3)CC2)c1 | 0.3 | 1 | 4 | -1.8 | 1 | 1.4 | 16 | 0 | 16
COCCSc1nnc(NC(=O)CSCc2ccccc2)s1 | 0.3 | -4 | 5 | i | 3 | 1.7 | -5 | 4 | 1.8
COc1cccc2cc(C(=O)NC3CC4CCC3C4)oc12 (stereo not drawn) | 1.9 | 0 | -1 | -1.7 | -6 | 3.2 | -14 | 4 | 1.2
Cc1nnsc1NC(=O)OCc1ccc(C(C)(C)C)cc1 | -0.3 | -5 | 11 | i | 15 | x | 9 | -7 | 1.9
Cc1cccc(N2CCN(S(=O)(=O)c3ccc4c(c3)C(C)(C)C(=O)N4C)CC2)c1C | -0.7 | -2 | 2 | -0.3 | 12 | 0.2 | 26 | -7 | -0.5
O=C(Nc1ccc(NC(=O)c2sc3ccccc3c2Cl)cc1)c1ccco1 | 0.3 | 10 | 4 | i | 1 | -0.4 | 2 | 0 | -0.3
CCc1ccccc1NC1=NCC(=O)N1C1CCCC1 | -0.4 | -4 | -2 | i | -3 | -0.4 | -1 | -2 | -0.4
O=C(Cn1cc2c(n1)CCCCC2)NCc1ccccn1 | -0.5 | 1 | x | i | 0 | -0.2 | 4 | -3 | 0.1
Cc1[nH]nc2c1C(CCc1ccccc1)C(C#N)=C(N)O2 (stereo not drawn) | 0.4 | 1 | x | -5.6 | -7 | -2.5 | -4 | -2 | -0.6

Of the compounds above, these contain two or more sulfur atoms.
SMILES | BoNT A protease | SSB-PriA inh | 3CLpro inhibitor | BH1578 lux ind | PrPC TRFRET | TcdB inh | Y pestis TopoI | Anthrax LF prot | PfHsp40 rescue
Cc1cc(C)n(-c2nc(SCC(=O)O)c3c4c(sc3n2)COC(C)(C)C4)n1 | 0.3 | -1 | 2 | -3.2 | 10 | 2.4 | 4 | -2 | 4.2
COCCSc1nnc(NC(=O)CSCc2ccccc2)s1 | 0.3 | -4 | 5 | i | 3 | 1.7 | -5 | 4 | 1.8
